Assay outcomes (PubChem BioAssay)
TEAD-YAP inh = TEAD-YAP interaction inhibition; inhibition, % at 9.12 µM; 640,000 compounds, 1.4% hits; HEK-TIYL cells, TEAD-Gal4/YAP UAS-luciferase luminescence; AID 1259422; in the data active = inhibition above about 32%;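 also: 0% = median of test compound wells and 100% = reference inhibitor wells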
FBW7 act = human FBW7 E3 ligase activation, primary screen; AlphaScreen FBW7–phospho-cyclin E peptide binding, activator screen; normalized activity (activation), % at 26.1 µM; 650,000 compounds, 0.13% hits; AID 1259310; in the data active = normalized activity above about 1.9%;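 also: purified mutant Fbw7 with reduced substrate affinity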
Target sequence (Q969H0 whole entry, looked up): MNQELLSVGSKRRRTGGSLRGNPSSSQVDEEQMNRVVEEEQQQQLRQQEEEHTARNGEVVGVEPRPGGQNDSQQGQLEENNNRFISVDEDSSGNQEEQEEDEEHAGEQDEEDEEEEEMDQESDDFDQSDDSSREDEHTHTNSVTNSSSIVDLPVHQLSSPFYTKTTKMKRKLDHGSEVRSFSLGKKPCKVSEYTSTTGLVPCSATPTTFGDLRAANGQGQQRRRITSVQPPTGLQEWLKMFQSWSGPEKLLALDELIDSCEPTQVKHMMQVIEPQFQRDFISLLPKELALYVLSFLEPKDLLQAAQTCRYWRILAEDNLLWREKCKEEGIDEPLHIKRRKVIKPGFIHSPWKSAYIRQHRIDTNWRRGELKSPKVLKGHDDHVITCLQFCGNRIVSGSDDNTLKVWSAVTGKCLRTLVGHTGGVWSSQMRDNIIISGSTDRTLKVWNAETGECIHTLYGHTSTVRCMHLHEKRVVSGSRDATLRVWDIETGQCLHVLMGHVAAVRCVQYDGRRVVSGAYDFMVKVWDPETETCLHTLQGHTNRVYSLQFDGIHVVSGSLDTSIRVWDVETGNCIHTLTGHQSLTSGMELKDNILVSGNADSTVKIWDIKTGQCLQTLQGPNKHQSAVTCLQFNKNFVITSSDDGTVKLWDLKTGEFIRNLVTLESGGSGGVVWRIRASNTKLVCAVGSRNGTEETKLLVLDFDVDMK
GPR151 activ = human GPR151 activation; 650,000 compounds, 1% hits; AID 1508602; PathHunter beta-arrestin GPR151 cells, luminescence; Q8TDV0; activation, % at 11.2 µM; in the data active = activation above about 4.9%;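 also: 0% = median of compound wells and 100% = cells with positive control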
Target sequence (Q8TDV0 whole entry, looked up): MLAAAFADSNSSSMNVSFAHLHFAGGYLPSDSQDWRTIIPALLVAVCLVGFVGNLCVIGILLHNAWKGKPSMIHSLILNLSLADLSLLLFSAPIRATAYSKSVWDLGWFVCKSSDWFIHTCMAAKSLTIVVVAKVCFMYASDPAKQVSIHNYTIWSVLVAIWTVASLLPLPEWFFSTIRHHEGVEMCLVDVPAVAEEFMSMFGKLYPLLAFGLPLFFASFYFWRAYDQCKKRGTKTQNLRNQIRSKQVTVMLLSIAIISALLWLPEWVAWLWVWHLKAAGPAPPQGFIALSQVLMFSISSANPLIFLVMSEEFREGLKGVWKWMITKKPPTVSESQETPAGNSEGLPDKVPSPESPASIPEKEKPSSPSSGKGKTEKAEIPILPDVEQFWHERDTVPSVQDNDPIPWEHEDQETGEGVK
MITF inh = inhibitors of human MITF; AID 1259374; AlphaScreen MITF homodimerization, bead proximity signal; O75030; 650,000 compounds, 0.91% hits; inhibition, % at 2.6 µM; in the data active = inhibition above about 50%;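 also: 0% = vehicle wells with protein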
An asterisk follows results filed as active; & = joins results of further samples.

Values run as follows: TEAD-YAP inh, FBW7 act, GPR151 activ, MITF inh
> COc1cccc(C2Nc3ccccc3-c3cc(C)nn32)c1O (configuration not stated)
  -5, 0.1, 0.4, 6
> Cc1[nH]c2ccccc2c1SCC(=O)Nc1nccs1
  -59, -0.1, -1.5, 6
> CCCOCCOC(=O)C1=C(C)NC2=C(C(=O)CCC2)C1c1cccnc1 (configuration not stated)
  4&14, 0.1&-0.1, 0.8&1.0, -3&0
> Clc1ccc(-c2cnc(N3CCN(Cc4ccccc4)CC3)nc2)cc1
  -5, -0.1, 1.2, 10
> COCCn1nnnc1CN(Cc1ccccc1)Cc1cc2cc(OC)ccc2[nH]c1=O
  -5, 0.3, -1.2, 6
> COc1ccc(C2CC(c3cccc(Br)c3)Nc3ncnn32)cc1OC (configuration not stated)
  -1, 0.3, 0.1, -25
> COc1ccccc1N1C(=O)/C(=C/c2ccc(-c3ccc(Br)cc3)o2)C=C1c1ccccc1
  0, 0.1, -0.8, -3
> COC(=O)c1ccc(N(/N=C2\Sc3ccccc3C2=O)C(C)=O)cc1
  8, -0.1, 0.4, 10
> O=C(NCc1nnc2n1CCN(C(=O)c1cc(Cl)ccc1F)CC2)c1ccccc1
  -1, 0.1, 0.8, 6
> COc1ccc(Br)cc1/C=C\C(=O)c1ccc(OS(C)(=O)=O)cc1
  4, -0.1, -0.5, -6
> CN(C)c1ccc(C(=O)NC(C)(C)C)cc1
  -6, -0.1, -0.8, -4
> O=C(CSc1nc2cc(Cl)ccc2s1)N1CCOCC1
  4, 0.3, 0.4, 10
> CCCc1cc(=O)oc2cc(O)ccc12
  22, 0.0, -1.5, -1
> CC(=O)Nc1ccc2c(c1)C(=O)N(c1ccccc1C)C2=O
  1, -0.2, -0.6, 1
> CCn1c(=S)sc2c(=O)[nH]c(-c3cccs3)nc21
  2, 0.0, 0.7, -2
> CC(=O)c1c(C)nc(-c2cccs2)n1O
  2, 0.0, 0.2, 17
> Cc1cc(C)c(NC(=O)CCCC(=O)O)c(Cl)c1
  1, -0.3, 0.4, 0
> COc1cc(/C=N/n2c(C3COc4ccccc4O3)n[nH]c2=S)cc(OC)c1O (configuration not stated)
  -1, -0.2, 1.4, -5
> COC(=O)c1ccc2c(c1)C1CC(C)(O2)N(c2ccc(C)c(F)c2)C(=O)N1 (configuration not stated)
  -2, 0.1, 3.0, 3
> COc1cccc(-c2cc(C(=O)N/N=C/c3ccc(O)c(OC)c3)[nH]n2)c1
  -25, 0.0, 1.9, 7

Reformatted field by field: 2 of the compounds above.
> COc1ccc(C2CC(c3cccc(Br)c3)Nc3ncnn32)cc1OC (configuration not stated)
- TEAD-YAP inh: -1
- FBW7 act: 0.3
- GPR151 activ: 0.1
- MITF inh: -25

> Cc1[nH]c2ccccc2c1SCC(=O)Nc1nccs1
- TEAD-YAP inh: -59
- FBW7 act: -0.1
- GPR151 activ: -1.5
- MITF inh: 6

More structures follow:
Values run as follows: TEAD-YAP inh, FBW7 act, GPR151 activ, MITF inh
> CCOc1ccccc1CN1CCN(Cc2ccc(OC)c(O)c2)CC1CCO (configuration not stated)
  3, -0.1, 0.2, -4
> CC1CCCCN1Cc1nc(-c2ccccn2)no1 (configuration not stated)
  -11, 0.1, 2.2, -8
> COc1cc(C2CC(=O)Nc3c2ccc2ccccc32)cc(OC)c1OC (configuration not stated)
  12, 0.7, -1.1, 27
> COCCNc1nc2cc(OC)c(OC)cc2c2nc(-c3cccnc3)nn12
  1, 0.0, 0.2, -11
> CC(CCc1ccco1)NC(=O)Cn1ncc2c(Cl)cccc21 (configuration not stated)
  -3, -0.2, -1.0, -1
> Cc1ccsc1C(=O)Nc1sc2c(c1C#N)CCC2
  -11, -0.3, 1.2, -21
> Cc1ccc(Cl)cc1-n1ncc2c(NCC(=O)O)ncnc21
  -3, -0.3, 0.7, -12
> O=[N+]([O-])c1ccc(/C=N/N2CCCCC2)cc1
  -49, -0.4, -1.5, -2
> Clc1cccc(N2CCN(Cc3nnnn3Cc3ccc4c(c3)OCO4)CC2)c1
  13, 1.4, -1.0, 2
> O=C(CCC(=O)Nc1ccccc1Cl)NNC(=S)NCc1ccco1
  -1, -0.1, -0.8, 16
> COc1ccc(-c2nnc(SCC(=O)c3c(C)[nH]c4ccccc34)o2)cc1OC
  6, 0.0, 1.1, -2
> Cc1cc(=O)oc2cc(OC(=O)CCN3C(=O)c4ccccc4C3=O)ccc12
  10, -0.1, -0.2, -2
> CCc1c(C)sc2ncn3c(=O)n(CCN4CCCC4)nc3c12
  1, 21*, 0.4, 18
> Cc1ccc(OCC(=O)NCc2ccco2)cc1
  -6, -0.1, 0.2, -2
> CCc1nn(CC(=O)Nc2cc(C(F)(F)F)ccc2N2CCOCC2)c(=N)s1
  19, 0.2, 2.7, 7
> CCOC(=O)c1sc(NC(=O)CSc2nnc(CNC(=O)c3ccco3)n2-c2cccc(C(F)(F)F)c2)c(C(=O)OCC)c1C
  -7, 0.3, -0.8, 9
> CC(=O)Nc1cccc(NS(=O)(=O)c2cccc3nsnc23)c1
  -4, -0.1, -0.2, 2
> Cn1cccc1C(=O)c1cccc(Br)c1
  -8, -0.2, 0.0, -13
> COc1ccc(-c2ccc(=O)n(CC3CCNCC3)n2)cc1
  3, 0.6, 0.0, 4
> O=C(Nc1ccc2c(c1)OCO2)c1cc(N2CCN(Cc3ccc4c(c3)OCO4)CC2)nc2ccccc12
  6, -0.1, 0.0, 1

4 entries from above, comma-delimited.
mol,TEAD-YAP inh,FBW7 act,GPR151 activ,MITF inh
Cc1ccc(OCC(=O)NCc2ccco2)cc1,-6,-0.1,0.2,-2
CCOc1ccccc1CN1CCN(Cc2ccc(OC)c(O)c2)CC1CCO (configuration not stated),3,-0.1,0.2,-4
Cn1cccc1C(=O)c1cccc(Br)c1,-8,-0.2,0.0,-13
Cc1ccc(Cl)cc1-n1ncc2c(NCC(=O)O)ncnc21,-3,-0.3,0.7,-12

The list continues.
Values run as follows: TEAD-YAP inh, FBW7 act, GPR151 activ, MITF inh
> Cc1cccc(C(=O)NNC(=O)c2ccco2)c1O
  -30, 0.1, -6.3, -26
> C(=Nc1cnc2ccc3ccccc3c2c1)c1ccco1
  -18, -0.4, -0.3, 3
> O=C1N[C@@H](Cc2ccccc2)C(=O)N2CCN(C(=O)c3cc(F)ccc3F)C[C@H]12
  0, 0.0, -0.1, 12
> COc1ccc(-c2noc(NC(C)c3ccc4c(c3)OCCO4)n2)cc1 (configuration not stated)
  -3, 0.5, -1.0, -1
> N#Cc1nc(N)nc(N(c2ccccc2)c2ccccc2)n1
  -1, 0.1, 1.1, -2
> CC(C)N(CCNc1nc(Nc2ccncc2)nc2c1ncn2CCN1CCCC1=O)C(C)C
  3, -0.1, -0.7, -11
> CNC(=S)N1CCN(C(=O)C2CCCO2)CC1 (configuration not stated)
  -3, 0.0, 0.1, -3
> CN1CCC(N(C)C2CC(=O)N(c3ccc(Br)cc3)C2=O)CC1 (configuration not stated)
  10, -0.1, 1.3, 1
> O=C1CC(c2ccc(Cl)cc2)CC2=C1C(c1ccccc1C(F)(F)F)Nc1ccccc1N2 (configuration not stated)
  8, -0.1, 0.6, -1
> COc1ccccc1-n1c(=S)[nH]c2c(sc(=S)n2-c2ccc(C)c(C)c2)c1=O
  5, -0.2, 0.2, 3
> O=C(NNC(=O)c1cc2sccc2[nH]1)NC1CCCCC1
  -1, 0.2, 1.3, 30
> Cc1ccc(CNC(=O)C(=O)NCc2ccc3c(c2)OCO3)cc1
  18, 0.0, -0.7, 4
> O=C(Cc1ccccc1)Nn1c(SCc2ccccc2Cl)nc2ccccc2c1=O
  -6, 0.0, 1.3, -3
> Cc1cccc(CC(=O)Nc2cnn(-c3cccc(C(=O)NCCCn4cccn4)c3)c2)c1
  9, 0.0, -1.0, 0
> CC(CN1CCOCC1)OC(=O)c1ccc(Br)cc1 (configuration not stated)
  -6, 0.3, -0.9, -11
> COc1cccc(Nc2c(-c3ccc(C)c(C)c3)c(=O)c2=O)c1
  49*, 0.1, 1.0, -4
> Cc1ccc(-c2nnc3sc(NC(=O)C(C)C)nn23)cc1
  -3, 0.1, 3.2, -20
> Cc1ccc(/C=C/C(=O)Nc2ccc(F)c(F)c2F)o1
  -67, 0.5, -2.7, 5
> O=C(C[n+]1ccc(-c2ccncc2)cc1)c1ccccc1
  3, 0.5, 1.0, -14
> O=C(c1nc2ccc(Cl)cn2c1CN1CCC(O)CC1)N1CCc2ccccc2C1
  -8, -0.1, 1.8, -18
> O=C(Nc1ccnn1C1CCN(Cc2ccc(OC3CCCC3)cc2)CC1)C1CC1
  0, 0.0, 0.2, 7
> CCc1ccccc1N(CC(=O)NCCSC(C)(C)C)S(C)(=O)=O
  4, -0.1, 0.1, 13
> Cc1sc(NC(=O)c2ccccc2)c(C(=O)Nc2ccc(O)cc2)c1C
  17, 0.0, -0.1, 20
> CSC1=NC(C)(C)CC12C(=O)C=Cc1ccccc12 (configuration not stated)
  -1, 0.1, -0.1, 11
> CC1CN(C(=O)NC2CC(=O)N(c3cccc(F)c3)C2)CC(C)O1 (configuration not stated)
  -6, -0.1, 0.3, -8
> O=C(N/N=C/c1ccc(F)cc1F)C12CC3CC(CC(C3)C1)C2
  -44, 0.2, 0.9, -13
> Cc1ccc(C)c(NCN2C(=O)c3cccnc3C2=O)c1
  -3, 0.0, -2.6, 15
> CCCCn1c(N2C(=O)Nc3ccccc3N2O)nc2ccccc21
  11, 0.0, 0.6, -9
> NC(=O)C1CCN(C(=O)c2ccc3c(=O)n(Cc4ccc5c(c4)OCO5)c(=S)[nH]c3c2)CC1
  1, -0.2, 0.3, -2
> COc1ccc(-n2c(SCC(=O)N3CCCCC3)nc(O)c(Cc3ccccc3)c2=O)cc1
  5, -0.1, 2.1, 0
> Cc1ccc(C)c(NC(=O)CSc2nncc(=O)n2N)c1
  4, 0.2, -1.0, 13
> CCC1CN(C(=O)CC2C(=O)Nc3cc(OC)ccc32)Cc2ccc(Cl)cc2O1 (configuration not stated)
  -2, 0.0, 0.8, -10
> Cc1ccc(C(=O)c2ccc(O)cc2)cc1C
  1, 0.0, -0.1, 21
> COc1cc(/C=N/NC(N)=S)ccc1OC(=O)c1ccco1
  9, -0.2, 1.0, -6
> COc1ccc2c(c1)c(=O)oc1c(C)c(OCC(N)=O)ccc12
  5, -0.3, -1.7, 12
> Cc1sc2nc(SCC(=O)NC3CCCCC3)n(-c3ccccc3)c(=O)c2c1C
  15, 0.5, 1.2, 6
> Cc1nnc(C)c2c(C)n(C(C)c3ccccc3)c(C)c12 (configuration not stated)
  -27, -0.1, -0.6, -5
> O=C(CSc1ccc(-c2ccccn2)nn1)N1CCCC1
  -3, -1.8, -0.9, 20
> Cc1ccc(NC(=O)c2ccc(N3C(=O)c4ccc(C(=O)O)cc4C3=O)cc2)cc1
  10, 0.2, 2.9, 13
> COc1ccc(NC(=O)c2cc3nc(-c4ccc(F)cc4)cc(C(F)(F)F)n3n2)cc1OC
  -1, 1.3, -0.1, 18

Sorted by molecular weight (descending): some entries from above
Values run as follows: TEAD-YAP inh, FBW7 act, GPR151 activ, MITF inh
> CCC1CN(C(=O)CC2C(=O)Nc3cc(OC)ccc32)Cc2ccc(Cl)cc2O1 (configuration not stated)
  -2, 0.0, 0.8, -10
> COc1ccc2c(c1)c(=O)oc1c(C)c(OCC(N)=O)ccc12
  5, -0.3, -1.7, 12
> Cc1nnc(C)c2c(C)n(C(C)c3ccccc3)c(C)c12 (configuration not stated)
  -27, -0.1, -0.6, -5

(cont.)
Values run as follows: TEAD-YAP inh, FBW7 act, GPR151 activ, MITF inh
> CCOC(=O)c1cc(C(N)=O)c(SC)[nH]c1=O
  -1, -0.2, -0.3, -7
> Cc1cc(C)c(S(=O)(=O)Nc2cc3c4c(oc3c3ccccc23)CCCC4)c(C)c1
  2, -0.2, -0.5, 8
> C/C=C/c1cnc(-c2cccnc2)nc1C1CCN(C(=O)Cc2ccccc2)CC1
  -1, 0.5, -0.9, 15
> COc1ccc(-n2cc(-c3ccccc3)c3c(N4CCN(c5cc(C)ccc5C)CC4)ncnc32)cc1
  -7, -0.1, 0.7, -1
> CC1(C)OC(=O)C(C(c2ccco2)C(C#N)C(N)=O)=C(O)O1 (configuration not stated)
  3, 0.0, 0.6, 10
> CC(=O)c1cc2c(cc1NC(=O)c1ccccc1Br)OCO2
  4, 0.2, 0.3, 16
> Cc1cc(C(=O)Nc2ccc(Br)c(C)c2)n[nH]1
  -80, 0.1, -1.6, -6
> CN1C(=O)C(=O)N(CC(=O)N(CCc2ccccc2)CCc2ccccc2)C1=O
  0, -0.2, -0.5, 16
> CCn1c(=O)c2c(nc(SCC(=O)N3CCCC3)n2C)n(C)c1=O
  9, -0.1, -1.1, 6
> CCCC(=O)Nc1ccccc1NC(=O)c1cccc([N+](=O)[O-])c1C
  1, 0.3, -0.3, 12
> CC(C)C(=O)NC(n1nnc2ccccc21)C(Cl)(Cl)Cl (configuration not stated)
  5, 0.2, -1.6, 11
> CCCCC(=O)NCc1ccccc1Cl
  -4, -0.1, -0.1, 4
> CCn1c(-c2ccccc2)csc1=Nc1ccc(C)c(C)c1
  -24, -0.1, 0.6, 29
> CC(C)(C)c1ccc(C(=O)NCCC(=O)NCc2ccco2)cc1
  -6, -0.2, -0.6, -14
> CCOC(=O)C1=CN(CC)C=C(C(=O)OCC)C1c1ccc(Cl)cc1Cl
  5, 0.1, -0.7, -6
> O=C1N[C@@H](Cc2c[nH]c3ccccc23)C(=O)N2CCN(C(=O)NC3CCCCC3)C[C@H]12
  12, -0.3, -2.0, 76*
> Cc1sc2c(c1C)C(=O)NC1(N2)C(=O)N(Cc2ccccc2F)c2ccccc21 (configuration not stated)
  10, -0.1, 0.4, 6
